# High-throughput results as filed in PubChem BioAssay.
# hcGAS inh: inhibitors of human cGAS. Q8N884. recombinant h-cGAS, ATP depletion, Kinase-Glo luminescence. inhibition, % at 12.5 µM. 0.081% of 290,000 active. AID 1259398;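 further: 0% = vehicle reaction and 100% = reaction without DNA for no activity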
# Target sequence (Q8N884 whole entry, looked up): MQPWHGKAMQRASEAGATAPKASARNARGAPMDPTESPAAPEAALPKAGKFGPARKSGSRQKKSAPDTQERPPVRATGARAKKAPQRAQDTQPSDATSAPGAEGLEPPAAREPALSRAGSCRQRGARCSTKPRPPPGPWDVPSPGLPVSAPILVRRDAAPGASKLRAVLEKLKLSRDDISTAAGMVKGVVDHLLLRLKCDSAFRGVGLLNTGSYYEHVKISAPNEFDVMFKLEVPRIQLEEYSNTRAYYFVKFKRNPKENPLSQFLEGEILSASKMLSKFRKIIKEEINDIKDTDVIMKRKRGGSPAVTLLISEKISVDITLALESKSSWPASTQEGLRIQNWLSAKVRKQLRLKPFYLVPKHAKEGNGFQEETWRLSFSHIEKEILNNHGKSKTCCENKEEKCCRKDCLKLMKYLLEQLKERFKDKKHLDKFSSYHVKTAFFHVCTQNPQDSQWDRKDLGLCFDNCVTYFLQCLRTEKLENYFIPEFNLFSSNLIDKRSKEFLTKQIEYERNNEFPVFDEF
# mcGAS lum: blocks mouse cGAS activity. Q8C6L5. recombinant cGAS, Kinase-Glo ATP depletion luminescence. inhibition, % at 12.5 µM. 0.15% of 160,000 active;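 further: 0% = negative control wells and 100% = reference inhibitor with no enzyme activity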
# NPYLR7 agonist: mosquito NPYLR7 agonism; activation, % at 10 µM; 0.15% of 270,000 active; HEK293T NPYLR7/Galpha15, GCaMP6s calcium fluorescence; in the data active means activation above about 40%;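 further: 0% = vehicle and 100% = reference agonist at the receptor; some compounds past the cut are filed as inactive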
# * marks the source's active call; other numbers are inactive results; nt = no result given. Unless noted, no stated cut-off is given here; in the data, active means inhibition above about 40%; inactive means the rest. Compounds as they come; overall some 0.26% were active at least once.
SMILES,hcGAS inh,mcGAS lum,NPYLR7 agonist
Cc1ccccc1C(=O)N1CCN(c2ccc(F)cc2)C(=O)C1C (stereo not drawn),-4,-6,-4
CC(C)Cn1cncc1CNC(=O)c1cc2n(n1)CCN(C)C2,-8,-12,16
COCc1cc(N2CCOCC2)nc(SCc2ccc(C(=O)O)cc2)n1,1,-2,3
COc1ccccc1-c1c(C#N)c(N)nc2c1CN(Cc1ccccc1)CC2,-2,nt,3
CCC(=O)Nc1cccc(C(=O)N2CCN(C)Cc3ccccc32)c1,-5,nt,-1
COc1ccc(-c2cn3c(C)c(C(=O)NC4CCCCCC4)sc3n2)cc1,-3,-9,20
COCC(=O)N1CCC(C(NC(=O)c2ccccc2F)C(=O)N2CCCCC2)CC1 (stereo not drawn),5,nt,-2
O=C(NC1CCN(c2ccccc2C(=O)N2CCCC2)CC1)c1ccc(C(F)(F)F)cc1,-4,-5,-2
COc1ccc(-c2cnc(-c3ccc(CNC(=O)C(C)Oc4ccccc4)cc3)[nH]2)cc1 (stereo not drawn),-2,-6,1
COc1ccc(NC(=O)CCCc2nc(C(C)C)no2)cc1N1CCCC1=O,8,nt,3
COc1ccc2c(C)nc(N3CCCC(C(=O)NCc4ccccc4)C3)nc2c1 (stereo not drawn),-6,-12,17
Cn1nc(C2CCN(C(=O)C3CCCO3)CC2)c2c1CCOC2 (stereo not drawn),-8,-4,nt
CC(C)N(Cc1c(-c2ccccc2)noc1N1CCOCC1)C(=O)Nc1cccc(Cl)c1,-8,-4,-2
CSc1ccc(C(=O)CCC(=O)NCCCN(C)c2ccccc2)cc1,-4,nt,-8
CCN(CC)S(=O)(=O)c1ccc(N2CCCC2)c(NC(=S)NCC2CCCO2)c1 (stereo not drawn),-5,-4,3
CCCCNC(=O)NNC(=O)C12CC3CC(CC(C3)C1)C2,-15,-4,-2
Cc1ccc(C(C)NC(=O)Cc2c(C)nn(C)c2C)o1 (stereo not drawn),-11,nt,-1
Cn1nnnc1SCc1cn2cccnc2n1,2,nt,-2
CC(C)N1CCn2nc(C(=O)NCc3nnc(-c4ccccc4)o3)cc2C1,-4,-10,-7
CCOC(=O)c1ccc(N=c2scc(-c3ccc(-c4ccccc4)cc3)n2CCc2ccncc2)cc1,-4,nt,-8
Nc1n[nH]c(C(=O)N2CC3C[C@@H]4CC2C[C@H](C3)C4)n1,-9,-13,-1
COc1ccc(Cl)cc1S(=O)(=O)N(C)C,-5,-7,-3
COc1ccc(C2c3cc(OC)c(OC)cc3CCN2C(=O)c2ccccc2OC)cc1OC (stereo not drawn),-6,-6,14
Cc1nc(C(C)C)ncc1C(=O)N(C)CCc1scnc1C,-7,nt,-8
O=C(CCN1C(=O)c2ccc(Br)cc2C1=O)NC1CCCCNC1=O (stereo not drawn),-4,nt,4

# Later entries:
SMILES,hcGAS inh,mcGAS lum,NPYLR7 agonist
Cc1ccc(-c2nc(N)sc2-c2ccccc2)cc1,4,nt,-2
CC(=O)Oc1ccc2c(=O)c(-c3ccc4c(c3)OCCO4)c(C)oc2c1OC(C)=O,-4,nt,-1
Cc1cccc(/C=C2/SC(=Nc3ccccc3)NC2=O)c1,-5,-6,-6
Cc1ccc(-n2nc(C(=O)NCc3ccco3)c(=O)n(Cc3cccc(Cl)c3)c2=O)cc1F,-4,-5,-1
N#Cc1cccc(C(=O)N2C3CCC(O)(CC3)C2CN2CCOCC2)c1 (stereo not drawn),-1,-9,17
CCC(COC)NC(=O)c1ccc(-c2cc(-c3cccc4c3OCCO4)[nH]n2)cc1 (stereo not drawn),3,-3,nt
CCN(CC(=O)Nc1cc(C(C)(C)C)nn1-c1ccc(Cl)cc1)C(=O)Nc1ccc(C)c(Cl)c1,-3,-6,-3
Cc1ccc2nc(-c3ccccc3)cc(C(=O)NCCN3CCOCC3)c2c1,-4,-4,5
Cc1cc(C)c(NC(=O)CN2C(=O)NC(C)(c3ccc(Cl)cc3Cl)C2=O)c(Cl)c1 (stereo not drawn),-8,-3,-6
CCOc1cc(C)ccc1S(=O)(=O)NCc1ccc2c(c1)OCO2,4,nt,-11
COc1ccc(CCN(Cc2sccc2C)C(=O)CN(CCN2CCCC2)S(=O)(=O)c2ccc(Br)cc2)cc1OC,7,3,0
O=C(c1ccc(CSc2nc(Cl)cc(N3CCC(Cc4ccccc4)CC3)n2)cc1)N1CCN(C/C=C/c2ccccc2)CC1,-16,-6,-3
CCN(CC)Cc1ccccc1CNC(=O)C1CCN(C(=O)c2cccs2)CC1,-6,-10,6
CCOCCCn1c(SCc2ccccc2I)nc2cc(C(=O)OCC)ccc21,-9,-8,-8
Cc1nn(CN2CCN(S(=O)(=O)c3ccccc3F)CC2)c(=O)c2ccccc12,-2,-5,8
Cc1nnc(-c2cc3ccccc3n2Cc2ccccn2)o1,-3,-9,-4
Cc1nnc2c3nnc(C)n3c3cc(Cl)ccc3n12,-10,nt,12
CCOc1ccc(N=C(Nc2ccc(OCC)cc2)SC)cc1,-9,-7,25
Cc1ccc2[nH]cc(-c3nccc(C(F)(F)F)n3)c2c1,-1,1,-1
COc1ccc(NC2CCCN(c3nccc(C)n3)C2)cc1OC (stereo not drawn),-5,-8,2
COCc1ncc(-c2nccn2-c2ccc(-c3ccn[nH]3)cc2)cn1,-5,-10,3
Cc1nn(-c2ccccc2)c(N)c1Sc1ccccc1Br,-7,nt,2
CC1CN(C(=O)CNc2cccc(OC3CCCC3)c2)CC(C)O1 (stereo not drawn),-1,nt,-2
O=C(C(O)c1ccc(Cl)cc1)N1CCC(O)(CO)CC1 (stereo not drawn),0,nt,3
COC(=O)c1c(NC(=O)CN2CCNC(=O)C2)sc2c1CCC(C)C2 (stereo not drawn),-6,nt,8

# (listing goes on)
SMILES,hcGAS inh,mcGAS lum,NPYLR7 agonist
Oc1ccc2c(c1)OCC1c3cc4c(cc3OC21)OCO4 (stereo not drawn),-7,-2,nt
CNC(=O)c1ccsc1NC(=O)c1cc(C)on1,-4,nt,6
O=C1/C(=C/N2CCC3(CC2)OCCO3)Oc2cc(O)ccc21,-7,-12,-6
Nc1c(C(=O)CSc2nnc(NCC3CCCO3)s2)c(=O)[nH]c(=O)n1C1CC1 (stereo not drawn),-7,nt,-3
COc1ccc(CCNC(=O)c2cccnc2N2CCN(C(=O)c3sccc3C)CC2)cc1OC,-6,-6,-1
Cc1nnc(SCCC(=O)N(Cc2sccc2C)C2CCCC2)s1,2,nt,23
COC(=O)c1ccccc1CN(Cc1cccn1Cc1ccccc1C)C1CCCCC1,-12,-6,4
CCC(C)C(NC(=O)c1ccc2c(c1)OCO2)C(=O)Nc1nnc(-c2ccc(Br)cc2)s1 (stereo not drawn),-10,-4,-6
COc1ccc2c(c1)C=C(CN1CCCC(N3CCN(c4ccccc4)CC3)C1)CO2 (stereo not drawn),6,-2,-1
O=C1NC(CC(=O)N2C[C@H]3CC[C@@H](C2)N3)c2ccccc21 (stereo partly drawn),-5,-16,nt
CCOc1ccc(-n2nnnc2CNC(=O)NCc2ccccc2)cc1,-4,-6,18
O=S1(=O)N=C(CC2CCCCC2)Nc2ccccc21,12,nt,-1
COCCCN(CC(=O)N1CCc2sccc2C1c1ccc(Cl)cc1Cl)C(=O)Cc1cccs1 (stereo not drawn),2,-5,30
COCCCNC(=O)CC(c1ccc(Cl)c(C(F)(F)F)c1)c1c[nH]c2ccccc12 (stereo not drawn),-2,-3,5
Cc1ccccc1C1=NOC(CN(Cc2cccc(F)c2)C(=O)C2CCCC2)C1 (stereo not drawn),1,0,-1
C[C@@H](C(=O)N1Cc2cnc(C(C)(C)C)nc2C1)n1cnnn1,-9,nt,1
C=C1c2ccccc2C(=O)N1C(C)C(=O)NC(C)c1ccc(-c2ccccc2)cc1 (stereo not drawn),4,nt,5
CC(=O)Oc1ccc(C)cc1N1C(=O)c2cccc([N+](=O)[O-])c2C1=O,-7,nt,0
Cc1nc(SCc2ccccc2)[nH]c(=O)c1CC(=O)N1CCN(c2ncccn2)CC1,-9,-13,-3
CC(C)(C)Nc1c(-c2ccc(Cl)cc2)nc2ccc(Br)cn12,3,2,1
Fc1cccc2sc(NCCCn3ccnc3)nc12,-10,nt,-3
CN(CCOc1ccccc1F)C(=O)CCn1nnc2ccccc2c1=O,-5,nt,6
CCOP(=O)(CNS(=O)(=O)c1ccc(F)c(Cl)c1)OCC,-9,-4,-8
CNCc1cc(-c2ccccc2CO)ccc1OC,-8,nt,8
COc1cc(CNC(=O)c2c[nH]c(=S)n2-c2ccc(F)cc2)cc(OC)c1OC,4,nt,0

# Following part:
SMILES,hcGAS inh,mcGAS lum,NPYLR7 agonist
CCN=c1scc(-c2ccc(C)cc2)n1N=C(C)c1ccc(C)o1,-3,nt,3
CCN(CC)S(=O)(=O)c1ccc(Oc2ccccc2)c(NC(=O)C2CC2C)c1 (stereo not drawn),6,nt,-7
COCC(=O)Nc1nnc(SCc2ccc(C#N)cc2)s1,-9,-6,13
CCOc1ccc(NC(=O)CSc2nc3c(-c4ccccc4)c[nH]c3c(=O)n2CC)cc1,-4,-8,2
Cc1cc(O)c(C(c2cccc(Br)c2)c2c(O)cc(C)n(C)c2=O)c(=O)n1C,-7,-8,5
Cc1ccc(Cc2nnc(Nc3cccc(C)c3C)[nH]c2=O)cc1,-4,nt,11
CCOc1ccccc1C1NC(=O)NC(C)=C1C(=O)OCc1ccco1 (stereo not drawn),-2,nt,-4
Cc1ccccc1Cn1cnc2c(cnn2CCNC(=O)c2cccs2)c1=O,-4,-8,-5
CNc1ccc2ncc(-c3ccc(F)cc3)n2n1,13,nt,-5
C=CCn1c(=S)[nH]c2scc(-c3ccco3)c2c1=O,4,nt,10
COc1ccc(Cn2c(C)cc(O)c(C(c3cccc(Cl)c3)N3CCN(C)CC3)c2=O)cc1 (stereo not drawn),-5,nt,9
CC(C)(C)OC(=O)NC1CCN(C(=O)c2cc3cccnc3n(-c3ccc(F)cc3)c2=O)C1 (stereo not drawn),-12,-5,-7
COc1cc(C)ccc1Oc1cnn(C)c(=O)c1Nc1cccc(C(=O)N2CCCC2)c1,-3,-3,8
CNc1cc(C(=O)N2CCC3(CCCN(CCC4CCCCC4)C3)C2)ccn1 (stereo not drawn),-7,nt,5
Cc1onc(-c2ccccc2Cl)c1C(=O)Nc1cccc2nonc12,-4,-5,13
CCCc1nn(-c2cccc(C)c2)c(CCC)c1C(=O)N(C)Cc1ccccc1,-2,-6,nt
CCOC(=O)c1sc(NC(=O)c2ccccc2C)nc1-c1ccccc1,0,-9,-4
COc1cccc(C(=O)Nc2nnc(-c3ccncc3)s2)c1,-7,nt,-5
COc1ccc(S(=O)(=O)N2CCNCC2)cc1,-7,nt,4
O=C(OC(COCCC12CC3CC(CC(C3)C1)C2)CN1CCOCC1)c1ccccc1Cl (stereo not drawn),4,nt,-1
O=C(N1CCC(CO)CC1)N(Cc1ccc(Br)cc1)c1ccc(F)cc1F,-5,nt,1
CCN(CCOc1ccccc1)C(=O)c1onc2ccccc12,-4,nt,12
O=C(Cc1csc(NC(=O)c2ccco2)n1)NC(c1ccc(F)cc1)c1cccs1 (stereo not drawn),-4,nt,6
OC(COc1ccc(Cl)cc1)CSc1nncn1-c1ccccc1 (stereo not drawn),-1,nt,-11
CCOc1ccc(CN(Cc2cccc(C(F)(F)F)c2)Cc2nc(C(=O)NCCN(C)C)co2)cc1,-5,-4,19

# Part of the list above in order of number of heavy atoms, smallest number first:
SMILES,hcGAS inh,mcGAS lum,NPYLR7 agonist
COc1ccc(S(=O)(=O)N2CCNCC2)cc1,-7,nt,4
CNc1ccc2ncc(-c3ccc(F)cc3)n2n1,13,nt,-5
C=CCn1c(=S)[nH]c2scc(-c3ccco3)c2c1=O,4,nt,10
COCC(=O)Nc1nnc(SCc2ccc(C#N)cc2)s1,-9,-6,13
COc1cccc(C(=O)Nc2nnc(-c3ccncc3)s2)c1,-7,nt,-5
CCN(CCOc1ccccc1)C(=O)c1onc2ccccc12,-4,nt,12
OC(COc1ccc(Cl)cc1)CSc1nncn1-c1ccccc1 (stereo not drawn),-1,nt,-11
Cc1onc(-c2ccccc2Cl)c1C(=O)Nc1cccc2nonc12,-4,-5,13
CCN(CC)S(=O)(=O)c1ccc(Oc2ccccc2)c(NC(=O)C2CC2C)c1 (stereo not drawn),6,nt,-7
CCCc1nn(-c2cccc(C)c2)c(CCC)c1C(=O)N(C)Cc1ccccc1,-2,-6,nt
O=C(Cc1csc(NC(=O)c2ccco2)n1)NC(c1ccc(F)cc1)c1cccs1 (stereo not drawn),-4,nt,6
O=C(OC(COCCC12CC3CC(CC(C3)C1)C2)CN1CCOCC1)c1ccccc1Cl (stereo not drawn),4,nt,-1
CCOc1ccc(CN(Cc2cccc(C(F)(F)F)c2)Cc2nc(C(=O)NCCN(C)C)co2)cc1,-5,-4,19

# Other entries.
SMILES,hcGAS inh,mcGAS lum,NPYLR7 agonist
CCOC(=O)N(C)c1c(CC)nc2c(OCC3CCCCC3)cccn12,-5,-1,5
CC1c2cccn2CCN1C(=O)CNS(=O)(=O)c1cccs1 (stereo not drawn),-3,-11,3
CCCNc1nc(SCCC)nc2c1cnn2CCNC(=O)C1CC1,-3,-8,0
Cc1cc(S(=O)(=O)N2CCN(c3cccc4[nH]ccc34)CC2)c(C)cc1Cl,-6,-5,-7
NC(=O)c1nc(-c2ccncc2)nc2c1[nH]c(=O)n2-c1ccc(F)cc1,-8,-10,1
O=C(CCN1CCCC(CCc2ccccc2F)C1)N1CCCC1 (stereo not drawn),-4,-10,0
Cc1cccc2nc(-c3ccco3)c(NC(C)(C)CC(C)(C)C)n12,-5,-7,14
COC(=O)c1sc(=S)n(-c2ccc3c(c2)OCO3)c1N,-9,nt,23
CCN(CC)C(=O)Oc1ccc2c(ccn2Cc2cccc(F)c2)c1-c1ccc(OC)cc1,-4,-4,4
CCC(=O)Nc1ccc(SCc2ccccc2Cl)nn1,-5,nt,7
Cc1cc(=O)[nH]c(C(C)Sc2nncs2)n1 (stereo not drawn),0,1,0
CCCNC(=O)CNC(=O)Cc1ccc(OC)cc1,-5,nt,6
